Bioassay records from PubChem BioAssay.
12-hLO inh = 12-hLO (ALOX12) enzyme inhibition | Potency, µM (doses to about 57.1 µM), for inactives: at the highest dose activity change, negative = inhibition, usual class: inhibitors | 150,000 compounds, 0.12% hits | P18054 | purified 12-hLO, xylenol orange hydroperoxide absorbance; note: potency is the fitted concentration of half-maximal effect; nearly all actives have a fitted effect of over 55% in size; many of its hits are not listed in these tables
Target sequence (P18054 whole entry, looked up): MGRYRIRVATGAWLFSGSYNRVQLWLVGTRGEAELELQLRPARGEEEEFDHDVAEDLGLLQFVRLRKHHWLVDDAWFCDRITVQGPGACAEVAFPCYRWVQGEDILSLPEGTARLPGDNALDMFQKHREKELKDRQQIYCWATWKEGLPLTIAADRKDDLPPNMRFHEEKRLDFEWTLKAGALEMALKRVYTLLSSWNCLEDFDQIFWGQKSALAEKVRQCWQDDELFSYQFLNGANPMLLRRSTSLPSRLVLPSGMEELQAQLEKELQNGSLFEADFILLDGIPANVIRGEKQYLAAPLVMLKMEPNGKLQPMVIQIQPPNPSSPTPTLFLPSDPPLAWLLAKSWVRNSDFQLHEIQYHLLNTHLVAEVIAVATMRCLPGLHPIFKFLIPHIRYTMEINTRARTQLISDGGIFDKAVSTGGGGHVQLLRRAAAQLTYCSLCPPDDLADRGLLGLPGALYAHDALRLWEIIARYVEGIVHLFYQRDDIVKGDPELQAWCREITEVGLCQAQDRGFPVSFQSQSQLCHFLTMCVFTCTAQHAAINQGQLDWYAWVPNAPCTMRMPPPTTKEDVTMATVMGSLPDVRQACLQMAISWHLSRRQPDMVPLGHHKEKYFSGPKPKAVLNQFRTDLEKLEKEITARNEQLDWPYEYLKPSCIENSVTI
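150 nM 12hLO, 25 mM Hepes pH 7.0 + 0.01% Triton X-100; cpd preinc 15 min RT; 40 uM arachidonic acid, 30 min RT; Fe-XO 30 min; A573/A405 ratio as read-out.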
PNC assembly inh = inhibitors of perinucleolar compartment assembly | 140,000 compounds, 3.1% hits | activity change (PNC), negative = inhibition, % at 10 µM | PC3M PTB-GFP, PNC prevalence imaging, 16 h; stronger effect = lower value;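 active = readout at or below -70, meaning at least 70% loss of cells showing the perinucleolar compartment, a nuclear body marking cancer cells; inconclusive = readout between -30 and a set limit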;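 note: plate controls were DMSO wells for no effect and camptothecin positive control wells for full effect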
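PC3M cells stably expressing PTB-GFP, 750–1000 cells/well, treated 16 h at 37 °C with compound (23 nl of library stock), in duplicate. After paraformaldehyde fixation and Hoechst stain, imaged at 20x; PNC prevalence scored by image analysis.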
IMPase cell inh = membrane-permeable compound that blocks inositol monophosphatase; P97697; CHO-M1 cells, IP1 accumulation, HTRF TR-FRET ratio; inhibition (IP1 accumulation), % at 46.1 µM; 120,000 tested, under 10 active; active = well fitted curve in the direction sought with a large enough effect in the signal ratio, not every such curve was filed as active; inconclusive = small, poorly fitted or top-dose-only effect, or a change in a side signal; inactive = no such curve, though single readings can be large or run the other way; the % refers to the signal ratio;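 note: cells stimulated with carbachol in lithium chloride buffer; plate controls were DMSO basal wells for no effect and reference inhibitor wells for full effect; higher means more IMPase inhibition seen as more IP1 and lower FRET ratio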
Target sequence (P97697 whole entry, looked up): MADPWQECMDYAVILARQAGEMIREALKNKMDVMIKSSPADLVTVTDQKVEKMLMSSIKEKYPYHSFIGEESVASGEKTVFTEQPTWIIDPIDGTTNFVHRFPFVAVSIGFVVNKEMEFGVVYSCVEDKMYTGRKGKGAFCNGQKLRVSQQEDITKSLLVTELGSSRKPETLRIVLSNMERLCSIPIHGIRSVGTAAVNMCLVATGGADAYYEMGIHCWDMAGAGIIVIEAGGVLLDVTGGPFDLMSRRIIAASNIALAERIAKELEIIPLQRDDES
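The IP-One HTRF competitive assay in carbachol-stimulated CHO-M1 cells quantifies cellular IP1. Compounds spanned up to 46 uM final, and activity is expressed as AC50 from concentration-response fits of the ratio and donor data.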
15-hLO-2 inh = blocks human 15-lipoxygenase 2 activity. O15296. purified 15hLO-2, xylenol orange hydroperoxide absorbance. Potency, µM (series often up to 57.1 µM), without a hit: at the highest dose activity change, negative = inhibition, actives largely listed as inhibitors. 110,000 compounds, 0.56% hits. AID 881; note: potency is the fitted concentration of half-maximal effect; nearly all actives have a fitted effect of over 60% in size; many of its hits are not listed in these tables
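Purified human 15hLO-2 (50 nM) preincubated 15 min with compound, then 45 uM arachidonic acid for 90 min at RT in 25 mM Hepes pH 7.5, 0.01% Triton X-100. Hydroperoxide detected by Fe-xylenol orange; 573/405 nm absorbance ratio.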
Active calls of the source: *; ? = inconclusive; nt = not tested or not shown; & = joins results of further samples; [ ] = dose if it differs, or a comment. Unless noted, calls come from the whole dose curve; as a rule, active = well fitted curve in the direction sought with a large enough effect; inconclusive = small, poorly fitted or top-dose-only effect, or another doubt; inactive = no such curve, though single readings can be large; an effect the other way counts as inactive or inconclusive. Unless noted, % is set by controls: 0 for no effect and ±100 for the full control effect. The list is partial; the hit share may differ from the screen's.

PNC assembly inh,15-hLO-2 inh,12-hLO inh,IMPase cell inh,Structure
-13.5,-3.2%,-8.1%,1.9,COc1cccc(NC(=O)CN(c2cccc(C(F)(F)F)c2)S(C)(=O)=O)c1
18.0,nt,0.3%,6.3,CN(c1ccc(OCC(=O)Nc2nc3ccccc3s2)cc1)S(=O)(=O)c1ccccc1
3.8,1.9%,1.1%,3.7,Cc1ccc2c(c1)NC(=O)C(CC(=O)O)O2 (stereo not given)
-4.3,nt,-0.4%,nt,COc1cc2c(cc1NC(=O)CSc1nc3ccc(C)cc3[nH]1)oc1ccccc12
5.1,-1.7%,-1.3%,-10.9,Nc1nc(-c2ccc(Cl)cc2)nn1C(=O)c1cccnc1
-20.3,nt,-2.2%,3.7,C=CCn1c(SCC(=O)NCCOC)nnc1-c1cc2c(s1)CCC(CC)C2 (stereo not given)
37.2,3.9%,-1.9%,11.1,COc1ccc(C(=O)OCC(=O)c2ccc(C3CCCCC3)cc2)cc1
?,nt,0.7%,nt,Cc1noc(C)c1COc1cccc(C(=O)Nc2ccccc2N2CCOCC2)c1

Pulled one by one from above, 2 records:
PNC assembly inh,15-hLO-2 inh,12-hLO inh,IMPase cell inh,Structure
37.2,3.9%,-1.9%,11.1,COc1ccc(C(=O)OCC(=O)c2ccc(C3CCCCC3)cc2)cc1
-20.3,nt,-2.2%,3.7,C=CCn1c(SCC(=O)NCCOC)nnc1-c1cc2c(s1)CCC(CC)C2 (stereo not given)

Later entries.
PNC assembly inh,15-hLO-2 inh,12-hLO inh,IMPase cell inh,Structure
nt,5.6%,-3.7%,nt,CS(=O)(=O)N1CCC[C@@]2(CCN(C(=O)Nc3ccccc3)C2)C1
6.5,1.4%,2.4%,-4.7,COC(=O)c1onc(-c2ccccc2)c1C(=O)OC
?,3.0%,4.3%,-2.9,Cc1ccc(NC(=O)/C(=C/c2cccc([N+](=O)[O-])c2)NC(=O)C2CCCCC2)cc1
33.1,4.1%,-1.4%,-4.6,CN1CCN(C(=O)C2CC(c3c(F)cccc3Cl)=NO2)CC1 (stereo not given)
42.1,-3.8%,6.2%,-3.3,COC(=O)c1ccc(C(=O)OC)c(NC(=O)Nc2ccc3c(c2)OCO3)c1
nt,20.2%,2.4%,nt,O=C(c1csnn1)N1CCC[C@@]2(CCN(Cc3cc(C(F)(F)F)cc(C(F)(F)F)c3)C2)C1
?,8.9%[2.29 µM],-4.2%,13.5,COc1ccc(-c2[nH]nc3c2C(c2ccccc2OC(=O)N2CCOCC2)C(C#N)=C(N)O3)cc1 (stereo not given)
-1.2,29.9%,-11.6%,6.7,CCOc1ccc(N(CC(=O)Nc2ccc(C)cc2)S(=O)(=O)c2c(C)noc2C)cc1
17.1,-1.1%,-8.2%,4.1,O=C(CSc1nncc2ccccc12)N1CCOCC1
28.9,0.0%,0.3%,-7.2,Cc1ccn2cc(CNC(=O)c3cccs3)nc2c1
-0.7,0.2%,-4.6%,-3.7,CC(C)[C@H](NS(=O)(=O)c1ccccc1)C(=O)OCn1nnc2ccccc2c1=O
-17.2,5.8%,5.5%,15.1,Cc1nc(N2CCN(C(=O)c3ccco3)CC2)c2oc3ccccc3c2n1
39.4,42.7%[activator][11.4 µM],-3.2%,17.4[1.84 µM],CN(C)c1ccc(/C=C(/NC(=O)c2ccccc2)C(=O)N/N=C/c2ccc([N+](=O)[O-])c(O)c2)cc1
-0.9,-9.9%,1.9%,9.8,c1cc(-c2nc3cc(Cc4ccc5oc(-c6ccncc6)nc5c4)ccc3o2)ccn1
?,-7.0%,-2.5%,-4.4,Cc1cc(C)cc(NC(=O)CSc2nnc(Cc3cccn3C)n2-c2ccc(F)cc2)c1
6.1,2.3%,-4.2%,10.0,O=C(O)CSCC(=O)NCc1ccccc1
-19.7,1.1%,-5.0%,8.5,CCOc1ccc(-n2cnnn2)cc1S(=O)(=O)N1CCCCC1
?,0.6%,2.9%,15.1,O=C1c2ccc(Oc3ccc4c(c3)C(=O)N(CCCCO)C4=O)cc2C(=O)N1CCCCO
7.1,8.1%,-1.0%,15.4,COc1ccc(Cl)cc1C(=O)CSc1nc(N)cc(N)n1
-17.8,30.2%[activator],-2.8%,10.8,CC(C)(C)c1ccc(-c2nc(C#N)c(NCc3cccnc3)o2)cc1
48.5,-4.6%,4.5%,-1.8,CCCNC(=O)c1ccc(Cl)c(Cl)c1
?,nt,2.1%,nt,Cc1ccc(NC(=O)CCNC(=O)c2ccccc2Cl)cc1S(=O)(=O)N(C)C
-4.6,-1.6%,-6.3%,11.1,Cc1nn(C(C)C(=O)Nc2ccc(Cl)cn2)c(C)c1[N+](=O)[O-] (stereo not given)
56.3,nt,-0.2%,nt,O=C(COC(=O)c1ccc2c(c1)C(=O)N(CCc1ccccc1)C2=O)Nc1ccc(OC(F)F)cc1
?,-3.7%,2.5%,8.5,CCOC(=O)CN(C(=O)CSc1nnc(CNc2ccc(F)cc2)n1C)c1ccccc1
?,6.1%,-0.3%,12.2,COc1ccc(C)cc1S(=O)(=O)Nc1ccccc1C
8.0,nt,-10.4%,nt,C/C(=N\NC(=O)c1ccc(Cl)cc1)c1cccc(NC(=O)c2cccnc2)c1
37.1,nt,-24.8%,nt,O=[N+]([O-])c1cc(S(=O)(=O)Nc2ccccc2)ccc1N1CCN(c2ccc(O)cc2)CC1
?,nt,-3.7%,nt,Cc1cccc(OCCn2cc(/C=N/NC(=O)c3ccncc3)c3ccccc32)c1
30.5,10.4%,0.1%,-0.5&3.2,CCOc1cccc(CNCCNC(=O)c2nonc2N)c1
-21.3,nt,2.3%,5.3,O=C(NCCc1nc2ccccc2[nH]1)/C(=C/c1ccco1)NC(=O)c1ccc(Br)cc1
24.7,?,1.7%,3.2,COc1ccc(C(=O)NCS(=O)(=O)c2ccc(C)cc2)cc1
-1.3,-5.6%,1.7%,11.6,CCCOc1ccc(N2C(=O)CC(NCCc3ccc(S(N)(=O)=O)cc3)C2=O)cc1 (stereo not given)
22.8,58.3%[activator],-1.1%,-1.4,Nc1nc(CN2CCN(c3ccccc3F)CC2)nc(Nc2ccc3c(c2)OCCO3)n1
-17.5,nt,1.6%,4.0,Cc1nnc(SCC(=O)NCc2ccccc2Cl)n(N)c1=O
nt,-2.4%,-10.1%,nt,O=C(O)c1sccc1S(=O)(=O)Nc1ccc(Cl)cc1
29.6,2.5%,2.0%,-6.3,COc1ccc(S(=O)(=O)Nc2nc3ccccc3s2)cc1
25.0,8.4%,-6.3%,1.2,COc1cc2c(cc1OC)C1=C(C#N)CN(C3CCCCC3)CN1CC2
9.2,-2.2%,3.5%,1.3,C=CCNCCOCCOc1ccc(C)cc1[N+](=O)[O-]
-115.2*,nt,-1.6%,5.5,CNC(=O)NC(=O)COC(=O)c1ccc(-n2c(C)ccc2C)cc1
-7.4,-10.9%,6.0%,?,COC(=O)C1=C(C)N(C2CCCCC2)C(=O)C1
14.2,-5.8%,-3.4%,-12.0,O=C(CCCOc1ccc(Cl)cc1)Nc1nncs1
-6.7,7.6%,-8.6%,14.1,Cc1ccc(-c2nc3cccnc3o2)cc1NC(=O)COc1ccc(C(C)(C)C)cc1
-5.3,-26.6%,-11.3%,-5.4,CCOC(=O)C1=C(C)N=c2s/c(=C3\C(=O)Nc4ccccc43)c(=O)n2C1c1ccc2c(c1)OCO2 (stereo not given)
-2.3,-0.9%,-7.0%,0.5,Cc1ccnc2nc(C(=O)OCC(=O)Nc3ccc4c(c3)OC(F)(F)O4)nn12
34.9,-1.9%,3.4%,5.5,CS(=O)(=O)N1CCC(C(=O)Nc2ccc(Oc3ccccc3)cc2)CC1
?,-4.4%,-5.6%,-0.2,CCOC(=O)Cc1c(C)[nH]c(=S)[nH]c1=O
26.4,nt,-2.8%,-6.5,CN1C2CCC1/C(=C\c1ccccc1F)C(=O)/C2=C/c1ccccc1F
nt,2.1%,-2.7%,nt,CCC1=C(OC(=O)N(CC)CC)N2C(=O)OC(=NCC3CC3)[C@]2(Cc2ccccc2)[C@H]2C1=CC[C@H]1C(=O)NC(=O)[C@H]12
-14.4,nt,-27.9%,nt,O=C1NC(=S)S/C1=C/c1ccc(N2CCOCC2)o1
-11.5,nt,1.3%,?,Cc1nn(C)c(C)c1CN(C)C(=O)CCCC(=O)O
34.4,-0.9%,3.2%,-6.3,CSc1cc(C)nc(NC(C)=O)n1
25.3,8.9%,-2.6%,9.1,Cc1ccc(CO/N=C/C2=C(Cl)c3ccccc3CC2)cc1
?,-0.3%,-10.5%,2.9,COc1ccc(C)cc1S(=O)(=O)N(CC(=O)Nc1ccc2c(c1)OCCO2)Cc1ccccc1
35.8,5.6%[11.4 µM],30.3%,-6.3[1.84 µM],CCC(=O)NC1(C(F)(F)F)C(=O)NC(C)=C1C#N (stereo not given)
290.0,nt,0.4%,-1.9,Cc1ccc(NC(=O)CS(=O)CC(=O)N(C2CCCC2)C(C)C(=O)NC2CCCCC2)cc1 (stereo not given)

Results in 12-hLO inh, for three of the compounds above:
canonical_smiles | 12-hLO inh
O=C1NC(=S)S/C1=C/c1ccc(N2CCOCC2)o1 | -27.9%
CSc1cc(C)nc(NC(C)=O)n1 | 3.2%
Cc1ccc(NC(=O)CS(=O)CC(=O)N(C2CCCC2)C(C)C(=O)NC2CCCCC2)cc1 (stereo not given) | 0.4%

Later entries
PNC assembly inh,15-hLO-2 inh,12-hLO inh,IMPase cell inh,Structure
-13.0,-8.1%,-23.7%,-12.3,CC1CCC(n2c(=S)[nH]c3ccccc3c2=O)CC1 (stereo not given)
41.7,nt,-3.4%,1.2,Cc1cccc(NC(=O)CSc2nnc(-c3n[nH]c4ccccc34)o2)c1
-2.9,1.1%,5.1%,2.2,Cc1ccnc(NS(=O)(=O)c2ccc(NC(=O)C3CCCNC3=O)cc2)n1 (stereo not given)
1.5,4.5%,0.7%,-4.9,O=C(COC(=O)CNC(=O)c1ccco1)NCCN1C(=O)CSC1=O
-22.2,4.6%,2.3%,-2.1,COC(=O)c1noc(-c2ccc(OC)cc2)n1
30.5,2.9%[11.4 µM],-0.3%,-9.0[1.84 µM],COC(=O)c1sc2ccccc2c1NC(=O)c1cccs1
4.6,23.7%,0.1%,-0.7,CC1CCN(CC(=O)n2c3c(c4ccccc42)CCCC3)CC1
nt,-8.5%[11.4 µM],0.0%[11.4 µM],nt,N#C[C@H](c1ccccc1)N1CCCN([C@@H](C#N)c2ccccc2)C1c1ccccc1O (stereo not given in full)
35.2,14.3%,-12.3%,-3.2,Cc1ccc(S(=O)(=O)Nc2cccc(NC(=O)CN3CCCCC3)c2)cc1
?,-1.3%,3.4%,-6.3,Cc1cc2ccccc2c(=O)n1CC(=O)NC1CCCCCC1
-90.5*,-5.9%,-7.3%,-0.7,CC1=CC(C)(C)N(S(=O)(=O)c2ccc(C)cc2)c2ccc(C)cc21
?,-23.9%,-6.8%,?,CCOC(=O)c1c(NC(=O)/C=C/c2ccc(C)o2)sc(C)c1C

Filtered by structure: the entries above with a CF3 group
PNC assembly inh,15-hLO-2 inh,12-hLO inh,IMPase cell inh,Structure
-13.5,-3.2%,-8.1%,1.9,COc1cccc(NC(=O)CN(c2cccc(C(F)(F)F)c2)S(C)(=O)=O)c1
nt,20.2%,2.4%,nt,O=C(c1csnn1)N1CCC[C@@]2(CCN(Cc3cc(C(F)(F)F)cc(C(F)(F)F)c3)C2)C1
35.8,5.6%[11.4 µM],30.3%,-6.3[1.84 µM],CCC(=O)NC1(C(F)(F)F)C(=O)NC(C)=C1C#N (stereo not given)
